Screens deposited in PubChem by several laboratories.
HCV NS3 hel inh: inhibitors of Hepatitis C virus NS3 helicase | NS3 helicase DNA unwinding, Cy5 molecular beacon fluorescence | inhibition, % at 10.9 µM | 0.56% of 290,000 active | AID 1800;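 active means inhibition above the mean of all tested compounds plus 3 SD, set per campaign, cut at about 35% in these data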;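 further: 0% = DMSO wells and 100% = thioflavine S control wells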
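Material: hepatitis C virus NS3 helicase domain fragment enzyme; measured by: Cy5 fluorescence, 0 and 60 min reads; control set: DMSO and thioflavine S; incubation: 60 min unwinding reaction at 25 °C after ATP addition; read-out basis: % inhibition from 60/0 min fluorescence ratio, DMSO 0%, thioflavine S 100%; repeats: singlicate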
SUMO HTRF inh: inhibitors of human SUMOylation (UBC9); P63279; HTRF SUMOylation assay, SAE1/SAE2 + UBC9, in vitro; inhibition, % at 35 µM; 0.36% of 290,000 active; AID 2006; in the data active means inhibition above about 50%, passing the limit was not always enough; further: strong numbers were not always called active
Target sequence (P63279 whole entry, looked up): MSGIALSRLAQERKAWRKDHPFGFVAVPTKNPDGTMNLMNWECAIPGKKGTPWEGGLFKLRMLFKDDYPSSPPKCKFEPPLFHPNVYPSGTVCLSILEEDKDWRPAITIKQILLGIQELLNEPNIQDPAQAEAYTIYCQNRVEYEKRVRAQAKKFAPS
VIM-2 inh: inhibitors of Pseudomonas aeruginosa VIM-2 metallo-beta-lactamase; purified VIM-2, nitrocefin hydrolysis, epi-absorbance fluorescence; inhibition, % at 5.6 µM; 0.89% of 290,000 active;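 active means inhibition above the mean of all tested compounds plus 3 SD, cutoff set per screening run, cut at about 7.5% in these data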;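 further: red hydrolysis product quenches plate fluorescence so inhibitors raise well fluorescence; 0% = enzyme with DMSO and 100% = DMSO without enzyme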
IDE inh: cellular human IDE inhibition | HEK cells, FAbetaB cleavage, fluorescence polarization | AID 434962 | 0.41% of 320,000 active | P14735 | inhibition, % at 5.59 µM;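 active means percent inhibition above the average of all tested compounds plus 3 SD, set per screening campaign, cut at about 16% in these data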;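 further: IDE supplied by intact live HEK cells; FP after avidin binding of uncleaved biotin substrate so inhibition keeps polarization high; 0% = DMSO wells and 100% = 60 µM reference IDE inhibitor Ii1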
IMP-1 inhibitor: blocks Pseudomonas aeruginosa IMP-1 metallo-beta-lactamase | purified IMP-1, nitrocefin hydrolysis, epi-absorbance fluorescence | inhibition, % at 5.6 µM | 0.45% of 290,000 active | AID 1556;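 active means inhibition above the mean plus 3 SD of all compounds in the same screening run, cut at about 4.5% in these data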;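 further: 0% = IMP-1 with DMSO and 100% = DMSO wells lacking enzyme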
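System – purified recombinant IMP-1 beta-lactamase · Input – IMP-1 dispensed at 0.2 nM · Timing – 15 min preincubation plus 25 min reaction at 25 °C · Signal – Epi-absorbance fluorescence, 480 nm excitation, 530 nm emission · Measure – percent IMP-1 inhibition derived from blank-referenced optical density · Controls – Enzyme-plus-DMSO low control, enzyme-free DMSO high control · Replication – singlicate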
FID counter: counter-screen for HCV NS3 helicase inhibitors: DNA intercalator displacement; DNA fluorescent intercalator displacement, fluorescence; inhibition, % at 7.9 µM; 0.17% of 290,000 active; AID 1845; in the data active means inhibition above about 37%;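 further: 0% = vehicle and 100% = reference compound; higher means more ethidium bromide displaced from hairpin DNA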
PfM18AAP inh: blocks P. falciparum M18 aspartyl aminopeptidase; recombinant PfM18AAP, H-Glu-NHMec fluorogenic cleavage; inhibition, % at 7.35 µM; 1.2% of 290,000 active; AID 1822;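 active means inhibition above the campaign mean inhibition over all tested compounds plus 3 SD, cut at about 28% in these data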;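 further: 0% = plate median of test compound wells and 100% = 2 mM ZnCl2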
pCIP destab: p/CIP protein destabilization; Q05BA5; F442A p/CIP-EGFP cells, EGFP fluorescence, 16 h; decrease of EGFP signal, % at 10 µM; 0.01% of 290,000 active; AID 1984;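 active means EGFP signal decrease of at least 30% at 10 µM or well 3 SD below plate mean, unless failing retest; inactive means the rest, including hits failing retest or dose response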; further: some compounds called inactive have numbers as strong as hits; many of its hits are not listed in these tables
IDE cell activ: activators of human insulin-degrading enzyme in cells; P14735; AID 493087; activation, % at 5.96 µM; 0.073% of 340,000 active; HEK cells, FAbeta-B cleavage, fluorescence polarization; 0% vehicle, 100% cell-free pure enzyme wells;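 active means activation above the mean of all tested compounds plus 3 SD, set per screening campaign, cut at about 17% in these data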
Starred values were filed as active, the others as inactive; / = not tested or not shown; & = joins results of further samples.

Order of values: HCV NS3 hel inh | SUMO HTRF inh | VIM-2 inh | IDE inh | IMP-1 inhibitor | FID counter | PfM18AAP inh | pCIP destab | IDE cell activ
CNCCCc1ccccc1
 : 6.7 | 22.7 | -2.5 | -0.3 | -1.8 | 3.1 | -2.1 | 5.9 | 5.7
COC(=O)c1c(C)[nH]c(C(=O)C(Cc2ccccc2)N(C)C)c1C (stereo not given)
 : 0.5 | 2.6 | -1.4 | 6.7 | 2.9 | 4.9 | 4.6 | -3.4 | 3.5
COc1ccc(N/N=C/c2c(O)n(-c3ccc(C)c(C)c3)c(=O)[nH]c2=O)cc1
 : 10.6 | 8.0 | -2.7 | 0.1 | -1.4 | -13.3 | 4.2 | -13.4 | -7.9
CCc1nc2ccccc2c(=O)n1-c1ccc2ccccc2c1
 : 3.3 | 6.9 | -3.5 | -0.5 | -5.2 | -12.7 | -3.5 | 0.0 | 1.1
Nc1cncc(C(=O)O)c1
 : 3.3&-0.8 | 27.8&1.5 | 2.5&0.1 | 2.3&0.1 | 1.6&-0.1 | -3.7&-2.8 | 7.5&-1.1 | 10.4&7.8 | 2.6&2.7
CCC(=O)OC1(c2cccc(C)c2)CC(C)N(C)CC1C (stereo not given)
 : -1.2 | 19.8 | 0.7 | -1.6 | -1.5 | 3.9 | -8.7 | -10.6 | 6.2
COc1ccc(CCNCc2sccc2C)cc1
 : -4.9 | -4.8 | -1.0 | 2.6 | -1.1 | -0.8 | -1.3 | -0.9 | 7.0
COc1ccc(C2NCc3ccccc3-n3cccc32)cc1 (stereo not given)
 : -9.3 | -10.2 | -4.2 | 3.1 | -3.9 | 4.2 | -2.3 | 5.5 | 9.1
COc1cc(/C=C/C(=O)c2c(O)n(CCc3ccccc3)c(=O)[nH]c2=O)ccc1O
 : 23.6 | 4.4 | -3.1 | 11.4 | -0.1 | -18.8 | 11.5 | -13.8 | -7.5
Cc1ccc2c(c1)N(N=O)CCC2
 : 6.8 | -8.2 | 0.5 | 3.0 | -1.9 | -2.1 | 2.6 | -8.5 | 7.3
CCn1c(O)c(C=Nc2ccc(N3CCOCC3)cc2)c(=O)n(CC)c1=S
 : 39.7* | 2.8 | -0.7 | 2.7 | -0.6 | 1.2 | 17.1 | -49.1 | -6.7
C/C(=N\N(C)c1ccccc1)c1c(O)[nH]c(=O)[nH]c1=O
 : 11.6 | -1.2 | -1.8 | -1.6 | -2.7 | -1.4 | 4.5 | -16.5 | 6.4
c1ccc2sc(C3CCNCC3)nc2c1
 : -4.0 | 4.5 | -1.4 | / | -2.4 | -6.7 | 2.4 | -11.0 | -1.7
Cc1ccsc1C(=O)C1CCCN(Cc2cnc(N3CCOCC3)s2)C1 (stereo not given)
 : 8.4 | -3.2 | -1.0 | -0.8 | -1.9 | 0.6 | 2.4 | -10.8 | 3.9
O=C(c1ccc(Cl)cc1)C1CCCN(Cc2cccc3cnccc23)C1 (stereo not given)
 : -6.8 | -12.2 | -2.6 | 5.8 | -2.1 | -2.5 | 3.0 | 11.0 | 0.4
NC(=O)Cn1cc(C=C2C(=O)NC(=O)NC2=O)c2ccccc21
 : 6.2 | 3.2 | 1.6 | / | 1.5 | -2.0 | 28.6* | 1.6 | 3.1
Nc1c(C(=O)OC2CCCCC2)c2nc3ccccc3nc2n1CC1CCCO1 (stereo not given)
 : -3.8 | 18.6 | 1.0 | 6.1 | -3.3 | -19.7 | -0.5 | -8.7 | 1.2
O=C(C1CC(c2ccc(Cl)c(Cl)c2)=NO1)N1CCC2(CC1)OCCO2 (stereo not given)
 : 1.1 | 7.3 | 0.1 | 2.8 | -5.4 | -13.9 | 6.6 | 1.4 | -0.3
COc1ccc(NC(=O)c2c(C)nn(Cc3ccccc3Cl)c2Cl)cc1Cl
 : 0.2 | -6.1 | -0.7 | -1.9 | -2.1 | 2.6 | 2.6 | 2.8 | 2.2
O=C(c1cccn2c(=O)c3cc(Cl)ccc3nc12)N1CCC2(CC1)OCCO2
 : -7.2 | 44.6 | -0.2 | 5.7 | -0.4 | -1.6 | -7.5 | -7.7 | -11.2
c1ccc(P(c2ccccn2)c2ccccn2)cc1
 : -9.8 | 16.0 | -1.4 | 0.8 | -1.6 | -1.5 | -0.9 | -3.0 | 0.0
CP(=O)(O)CN1CCCCC1
 : -9.0 | 12.3 | -0.9 | -1.5 | -0.7 | -0.5 | -4.2 | -2.6 | 8.8
O=C1NC(=O)N(Cc2ccccc2)C(=O)/C1=C\c1ccco1
 : 39.3* | 16.3 | -3.8 | 2.8 | -2.6 | -17.1 | 4.2 | -57.9 | -7.8
CCC(C)n1c(O)c(C=NCc2cccnc2)c(=O)[nH]c1=S (stereo not given)
 : -0.6 | 1.4 | -2.7 | -1.0 | -3.0 | -15.1 | 4.9 | -11.9 | 5.4
O=c1ccc2cc(O[C@@H]3O[C@@H](CO)[C@H](O)[C@@H](O)[C@@H]3O)c(O)cc2o1
 : 9.3 | 34.1 | 1.8 | 0.7 | 0.9 | -6.2 | 32.2* | -5.5 | 0.5
Cn1c(O)c(C=NCCCCCCCCCCC(=O)O)c(=O)n(C)c1=O
 : 4.3 | 4.3 | -2.3 | -2.8 | -3.7 | -6.0 | -1.7 | 5.8 | 9.1
O=C(c1ccc(N2CC3CC(C2)c2cccc(=O)n2C3)c([N+](=O)[O-])c1)N1CCCCC1 (stereo not given)
 : -8.6 | -3.8 | 1.1 | -0.6 | -2.8 | -12.6 | 1.0 | -3.6 | 4.6
COc1cccc(C(=O)C2CCCN(Cc3cccc(C)n3)C2)c1 (stereo not given)
 : 15.0 | 8.1 | -0.6 | 0.2 | -2.5 | 2.8 | -9.7 | -6.9 | 2.2
NC(=O)C1CCN(/C=C2\C(=O)NC(=O)N(Cc3ccco3)C2=O)CC1
 : 17.1 | 9.8 | 1.5 | -0.1 | 0.8 | -6.8 | -1.0 | 2.7 | -5.1

For convenience, part of the list above.
Order of values: HCV NS3 hel inh | SUMO HTRF inh | VIM-2 inh | IDE inh | IMP-1 inhibitor | FID counter | PfM18AAP inh | pCIP destab | IDE cell activ
Nc1c(C(=O)OC2CCCCC2)c2nc3ccccc3nc2n1CC1CCCO1 (stereo not given)
 : -3.8 | 18.6 | 1.0 | 6.1 | -3.3 | -19.7 | -0.5 | -8.7 | 1.2
O=C(C1CC(c2ccc(Cl)c(Cl)c2)=NO1)N1CCC2(CC1)OCCO2 (stereo not given)
 : 1.1 | 7.3 | 0.1 | 2.8 | -5.4 | -13.9 | 6.6 | 1.4 | -0.3
COc1ccc(NC(=O)c2c(C)nn(Cc3ccccc3Cl)c2Cl)cc1Cl
 : 0.2 | -6.1 | -0.7 | -1.9 | -2.1 | 2.6 | 2.6 | 2.8 | 2.2
O=C(c1cccn2c(=O)c3cc(Cl)ccc3nc12)N1CCC2(CC1)OCCO2
 : -7.2 | 44.6 | -0.2 | 5.7 | -0.4 | -1.6 | -7.5 | -7.7 | -11.2
c1ccc(P(c2ccccn2)c2ccccn2)cc1
 : -9.8 | 16.0 | -1.4 | 0.8 | -1.6 | -1.5 | -0.9 | -3.0 | 0.0
CP(=O)(O)CN1CCCCC1
 : -9.0 | 12.3 | -0.9 | -1.5 | -0.7 | -0.5 | -4.2 | -2.6 | 8.8
O=C1NC(=O)N(Cc2ccccc2)C(=O)/C1=C\c1ccco1
 : 39.3* | 16.3 | -3.8 | 2.8 | -2.6 | -17.1 | 4.2 | -57.9 | -7.8
CCC(C)n1c(O)c(C=NCc2cccnc2)c(=O)[nH]c1=S (stereo not given)
 : -0.6 | 1.4 | -2.7 | -1.0 | -3.0 | -15.1 | 4.9 | -11.9 | 5.4
O=c1ccc2cc(O[C@@H]3O[C@@H](CO)[C@H](O)[C@@H](O)[C@@H]3O)c(O)cc2o1
 : 9.3 | 34.1 | 1.8 | 0.7 | 0.9 | -6.2 | 32.2* | -5.5 | 0.5
Cn1c(O)c(C=NCCCCCCCCCCC(=O)O)c(=O)n(C)c1=O
 : 4.3 | 4.3 | -2.3 | -2.8 | -3.7 | -6.0 | -1.7 | 5.8 | 9.1
O=C(c1ccc(N2CC3CC(C2)c2cccc(=O)n2C3)c([N+](=O)[O-])c1)N1CCCCC1 (stereo not given)
 : -8.6 | -3.8 | 1.1 | -0.6 | -2.8 | -12.6 | 1.0 | -3.6 | 4.6
COc1cccc(C(=O)C2CCCN(Cc3cccc(C)n3)C2)c1 (stereo not given)
 : 15.0 | 8.1 | -0.6 | 0.2 | -2.5 | 2.8 | -9.7 | -6.9 | 2.2
NC(=O)C1CCN(/C=C2\C(=O)NC(=O)N(Cc3ccco3)C2=O)CC1
 : 17.1 | 9.8 | 1.5 | -0.1 | 0.8 | -6.8 | -1.0 | 2.7 | -5.1

These rows are one share of the data; count on the stated rates, not on these rows.
